RNase H inhibition: RNase H inhibition, HIV 1 Gag Pol polyprotein, FRET biochemical assay, screening (AID 372). actives 0.77% (n = 100,000). HIV-1 RT RNase H, FRET RNA/DNA substrate fluorescence; higher % means a stronger effect. inhibition, % at 10 µM; hits with a dose series show IC50 in µM; in the data active means inhibition above about 50%
Active calls of the source: *. An excerpt; rates above refer to the full screens.

Structure | RNase H inhibition
CCC1=NN2C(=N)/C(=C/c3ccc(-c4ccccc4C(=O)OC)o3)C(=O)N=C2S1 | 6%
Cc1[nH]c2ccc(Br)cc2c(=O)c1CCC(=O)O | 1%
Cc1ccc(C23CC4CC(CC(O)(C4)C2)C3)cc1N=Cc1cc(Br)ccc1O | 2%
O=[N+]([O-])c1ccc(S(=O)(=O)Nc2ccccc2Br)cc1 | 12%
COC(=O)C1=C(O)/C(=C\c2cccc(OC)c2OC)N=C1C | 5%
COc1ccc(NC(=O)c2ccc(CN3CCc4ccccc4C3)cc2)c(OC)c1 | 0%
O=C(O)c1cc(NC(=O)c2ccccc2-c2ccccc2C(=O)O)cc(C(=O)O)c1 | 9%
COc1ccc(N=Cc2ccc(N3Cc4cc(C)c(C)cc4C3)cc2)cc1 | 6%
C=CCn1c2ccccc2n2cc(-c3ccc(Br)cc3)nc12 | 22%
Cc1ccc(C(=O)Nc2ccc3oc(-c4ccc(F)cc4Cl)nc3c2)cc1[N+](=O)[O-] | 0%
CC(=O)Nc1cccc(N=Cc2cc([N+](=O)[O-])ccc2O)c1 | 7%
Cc1cc(OCC(=O)NCCCN2CCOCC2)ccc1Br | 9%
COc1ccc(S(=O)(=O)N(CC(=O)Nc2cc(Cl)ccc2C)Cc2ccccc2)cc1 | 3%
O=C(COc1ccc(/C=N/NS(=O)(=O)c2ccccc2)cc1)NCc1ccccc1 | 11%
CN(C)c1c([N+](=O)[O-])cc([N+](=O)[O-])c2cccnc12 | 27%
O=c1/c(=C\c2cccc(OS(=O)(=O)c3ccc4ccccc4c3)c2)sc2nc3ccccc3n12 | 21%
CCCCCCCCC(=O)N/N=C/c1ccc(Cl)cc1 | 13%
Cn1cc(/C=C/c2nc3ccccc3c(=O)n2-c2ccccc2[N+](=O)[O-])c2ccccc21 | 29%
CCOC(=O)Cc1nnc(Nc2cc(C)ccc2C)c2ccccc12 | 15%
O=C(N/N=C/c1c[nH]c2ccccc12)c1ccc(-c2ccccc2)cc1 | 3%
COc1cc2c(cc1NC(=O)c1cccc([N+](=O)[O-])c1)oc1ccccc12 | 16%
CC(=O)N1c2ccccc2NC2=C(C(=O)CC(C)(C)C2)C1c1cccc(Br)c1 (stereo not given) | 0%
CCOCCOC(=O)C1=C(C)N(C)C(=O)NC1c1ccccc1I (stereo not given) | 0%
CC1(C)CC(=O)C=C(Nc2cc(-c3ccccc3)[nH]n2)C1 | 6%
CCc1ccc(OCCCCCN2CCCCC2)cc1 | 3%

An excerpt from above in order of molecular weight, low to high:
Structure | RNase H inhibition
CCc1ccc(OCCCCCN2CCCCC2)cc1 | 3%
CC1(C)CC(=O)C=C(Nc2cc(-c3ccccc3)[nH]n2)C1 | 6%
CCCCCCCCC(=O)N/N=C/c1ccc(Cl)cc1 | 13%
COC(=O)C1=C(O)/C(=C\c2cccc(OC)c2OC)N=C1C | 5%
O=C(N/N=C/c1c[nH]c2ccccc12)c1ccc(-c2ccccc2)cc1 | 3%
C=CCn1c2ccccc2n2cc(-c3ccc(Br)cc3)nc12 | 22%
COc1ccc(N=Cc2ccc(N3Cc4cc(C)c(C)cc4C3)cc2)cc1 | 6%
COc1cc2c(cc1NC(=O)c1cccc([N+](=O)[O-])c1)oc1ccccc12 | 16%
COc1ccc(NC(=O)c2ccc(CN3CCc4ccccc4C3)cc2)c(OC)c1 | 0%
O=C(O)c1cc(NC(=O)c2ccccc2-c2ccccc2C(=O)O)cc(C(=O)O)c1 | 9%
Cn1cc(/C=C/c2nc3ccccc3c(=O)n2-c2ccccc2[N+](=O)[O-])c2ccccc21 | 29%
O=C(COc1ccc(/C=N/NS(=O)(=O)c2ccccc2)cc1)NCc1ccccc1 | 11%
CC(=O)N1c2ccccc2NC2=C(C(=O)CC(C)(C)C2)C1c1cccc(Br)c1 (stereo not given) | 0%
COc1ccc(S(=O)(=O)N(CC(=O)Nc2cc(Cl)ccc2C)Cc2ccccc2)cc1 | 3%
O=c1/c(=C\c2cccc(OS(=O)(=O)c3ccc4ccccc4c3)c2)sc2nc3ccccc3n12 | 21%

Going on with the list.
Structure | RNase H inhibition
O=C(Nc1ccn(-c2ccccc2)n1)c1ccc(Cl)cc1 | 13%
O=C(COc1ccc(Br)cc1)Nc1cc(Cl)ccc1Cl | 17%
CC1=C(C(=O)Nc2ccc(C)cc2)C(c2ccc(Br)c([N+](=O)[O-])c2)NC(=O)N1 (stereo not given) | 5%
O=[N+]([O-])c1ccc(Cl)c(-n2ncnc2-c2ccccc2C(F)(F)F)c1 | 27%
C=CCOc1ccc(/C=C2\C(=O)NC(=O)N(c3ccc(CC)cc3)C2=O)cc1OC | 5%
O=C1OC(/C=C/c2ccccc2)=NC/1=C/c1ccccc1 | 13%
Cc1c(NC(=O)c2cccc(Br)c2)cccc1-c1nc2ccccc2s1 | 12%
C=CCN1C(=O)C(Cc2ccc(C)cc2)S/C1=N\N=C\c1ccco1 (stereo not given) | 18%
CCOc1ccc(N(CC(=O)Nc2cccnc2)S(=O)(=O)c2ccccc2)cc1 | 32%
COc1cccc(OCCOCCOc2ccc(C=O)cc2)c1 | 1%
O=C(N/N=C/c1ccc(Br)cc1)c1cccnc1 | 0%
O=C(NCC1CCCO1)c1cc2nc(-c3ccc(F)cc3)cc(C(F)(F)F)n2n1 (stereo not given) | 4%
O=C(O)/C=C/c1ccc(N2Cc3ccccc3C2)cc1 | 0%
N/C(Cc1ccc([N+](=O)[O-])cc1)=N\OC(=O)Cc1ccc(Cl)cc1 | 12%
O=C(NC(=O)c1ccc2ccccc2n1)NC(c1ccccc1)c1ccccc1 | 9%
COC(=O)C1=C(O)/C(=C\c2c(F)cccc2Cl)N=C1C | 15%
COc1ccc(CCNC(=O)Nc2ccc(Cl)c(Cl)c2)cc1 | 35%
CC(C)CN(CC(C)C)c1ccc(C=C2C(=O)NC(=O)NC2=O)cc1[N+](=O)[O-] | 14%
COc1ccc(-c2csc(/C(C#N)=C/c3cccc(Oc4ccccc4)c3)n2)cc1 | 5%
C=CC(=O)NC(NC(=O)C=C)c1cccc([N+](=O)[O-])c1 | 1%
CCOC(=O)c1c(-c2ccc(C)cc2C)csc1NC(=S)NC(=O)c1ccccc1 | 17%
COc1ccc(N(CC(=O)Nc2ccc3c(c2)OCO3)S(=O)(=O)c2ccc(C)cc2)cc1Cl | 8%
CC1(C)CC(NC(=O)c2ccccc2Cl)CC(C)(C)N1[O] | 0%
O=C(c1ccccc1)N1CCN(C(=O)c2cnn3c2NC(c2ccc(Br)cc2)CC3C(F)(F)F)CC1 (stereo not given) | 27%
C/C(=N\Nc1cc(C)nc(-c2ccccc2)n1)c1ccc(F)cc1 | 10%

Additional records follow.
Structure | RNase H inhibition
CCN(CC)c1ccc(C(=O)n2cnc3ccccc32)cc1 | 14%
Cc1ccc(C(=O)/C=C/c2ccc3c(c2)OCO3)cc1 | 9%
O=C(O)/C=C/c1cccc(NS(=O)(=O)c2ccccc2)c1 | 5%
CC(C)N1C(=O)/C(=C2/C(=O)N(C)c3ccccc32)SC1=S | 3%
COc1cc(C2CC(=O)Nc3c2ccc2ccccc32)cc(Br)c1OC (stereo not given) | 21%
CC(C)(C(=O)c1ccccc1)/[N+]([O-])=C/c1ccccc1 | 0%
O=C(CC1Nc2ccccc2NC1=O)Nc1ccccc1C(F)(F)F (stereo not given) | 22%
O=C(O)c1cccc(NC(=O)c2cccc(N3C(=O)c4ccc(C(=O)Nc5cccc(C(=O)O)c5)cc4C3=O)c2)c1 | 0%
COc1ccc(C(=O)/C=C/c2ccccc2OC)c(OC)c1 | 46%
Cc1cccc(NC(=O)/C(=C/c2ccc(Br)cc2)NC(=O)c2ccccc2)c1 | 51%*
O=C(COc1ccccc1[N+](=O)[O-])Nc1ccc(Cl)c(-c2nc3ccccc3s2)c1 | 15%
CC1C(C(=O)N(C=O)c2cccc(Cl)c2)C2C=CC1C21CC1 (stereo not given) | 0%
O=C(/C=C/c1ccc(Cl)cc1Cl)Nc1ccc(F)c([N+](=O)[O-])c1 | 48%
Cc1ccc(-c2nc3cc(Cl)cc(Cl)c3o2)cc1N | 0%
Cc1ccc(-c2cc(-c3ccccc3O)nc(N/N=C/c3cccnc3)n2)cc1 | 29%
O=C(O)c1ccccc1C(=O)Nc1ccc(Br)c(Cl)c1 | 10%
O=C(Nc1cccc(Br)c1)c1ccc2c(c1)OCO2 | 8%
Cc1cc(/C=C(\C#N)C(=O)Nc2ccccc2)c(C)n1-c1cccc([N+](=O)[O-])c1 | 1%
O=C(Nc1ccc(Cl)cc1)/C(=C\c1cccnc1)NC(=O)c1ccccc1 | 7%
Cc1ccc(NC2=CC(=O)C=CC2=O)c(C)c1 | 39%
O=C1NC(=S)S/C1=C/c1cccc(OC(=O)c2ccco2)c1 | 3%
CN(C)c1ccc(C2C(C(=O)OC(C)(C)C)C(=O)CC(C)(O)C2C(=O)OC(C)(C)C)cc1 (stereo not given) | 8%
COC(=O)c1cccc(-n2c(C)cc(/C=C(/C#N)C(=O)Nc3ccccc3C)c2C)c1 | 0%
COc1ccc(C(N)=O)cc1NC(=O)C(C)Oc1ccccc1 (stereo not given) | 8%
CC(C)C(=O)Nc1ccc(Cl)c(-c2nc3cc(Cl)ccc3o2)c1 | 11%

(continued)
Structure | RNase H inhibition
COc1ccc2c(c1)c(=O)oc1cc(OCc3ccc(C(=O)O)o3)ccc12 | 0%
CCOC(=O)C1=C(O)/C(=C/c2ccc(O)c(OC)c2)SC1=Nc1ccccc1 | 50%*
COC(=O)c1ccccc1NC(=O)c1ccc(CN2CCN(c3ccccc3)CC2)cc1 | 4%
O=C(NC(=S)Nc1ccc(Cl)c([N+](=O)[O-])c1)c1cccc(Cl)c1 | 2%
Cc1c(-c2ccccc2)[nH]n2c(=O)cc(-c3ccccc3)nc12 | 4%
CCOc1cc(CNc2ccccc2)ccc1OC | 9%
O=C1OC(c2ccc(Cl)cc2)=C/C1=C\c1ccc([N+](=O)[O-])cc1 | 0%
COc1ccc2c(c1)-c1c(ssc1=S)C(C)(C)N2C(=O)c1ccccc1OC | 60%*
CCN(CC)C(=O)/C=C/c1ccc(OC)c(S(=O)(=O)N2CCCCC2)c1 | 6%
CCOc1ccc(CNc2cccc(SC)c2)cc1 | 3%
Cc1cc(C)[n+]2cc(Br)ccc2n1 | 1%
O=C(O)c1ccc(N2C(=O)CC(N3CCNC3=S)C2=O)cc1 (stereo not given) | 10%
Cc1ccc(-c2cc(C(=O)N3CCCCCC3)c3ccccc3n2)o1 | 23%
Cc1c(Cl)cccc1-c1ccc(C(=O)Nc2ccc3oc(-c4cccnc4)nc3c2)o1 | 42%
CN(C)C1(C)CC2C(C/C1=N\O)C2(C)C (stereo not given) | 4%
CCOC(=O)C1=C(C)N=c2s/c(=C/c3ccc(-c4cccc(C(F)(F)F)c4)o3)c(=O)n2C1c1ccc(N(C)C)cc1 (stereo not given) | 14%
CCN(CC)CCCOc1cc(C)cc(C)c1C | 5%
CCOC(=O)c1cc(CC)sc1NC(=O)Cc1ccc(OC)c(OC)c1 | 7%
COC(=O)c1ccc(C(=O)OC)c(NC(=O)CCN2C(=O)c3ccccc3C2=O)c1 | 3%
C=C(C)Cn1c(SCC(=O)c2ccc(Br)cc2)nc2sc3c(c2c1=O)CCCC3 | 0%
CCCOc1ccc(C(=O)Nc2ccc(C)cc2[N+](=O)[O-])cc1 | 0%
COc1ccc(C(=O)Oc2ccc3c(c2)oc(=O)c2ccccc23)cc1 | 28%
COc1cc(NC(=O)c2cnn3c(C(F)(F)F)cc(-c4cccs4)nc23)c(OC)cc1Cl | 18%
CCCS(=O)(=O)c1c(S(=O)(=O)CCC)c2c3ccccc3ccn2c1C(=O)c1ccc(C)cc1 | 10%
COc1ccc2c(Cl)c(C(=O)Nc3nc(-c4ccc(F)cc4)cs3)sc2c1 | 39%

Next records follow.
Structure | RNase H inhibition
CC(C)(C)c1ccc(C(=O)Nc2c3c(nc4ccccc24)CCCC3)cc1 | 24%
O=C1NC2=C(C(=O)N(Cc3ccccc3)C2)C(c2ccccc2)N1 (stereo not given) | 12%
CNCC(=O)C12CC3CCC(CC(C3)C1)C2 | 0%
Cc1ccc(C=Nc2cccc([N+](=O)[O-])c2C)s1 | 15%
CCOc1ccc(OCC)c(S(=O)(=O)N2CCN(C)CC2)c1 | 11%
Cc1sc(NC(=O)Cc2ccc(Cl)cc2)c(C#N)c1C | 15%
O=C(CCN1C(=O)/C(=C/c2ccc(Cl)cc2)SC1=S)Nc1nccs1 | 10%
CC1CN(Cc2c(O)ccc3c(=O)c(Oc4ccccc4Br)c(C(F)(F)F)oc23)CC(C)O1 (stereo not given) | 8%
O=C(N/N=C/c1cccc(Br)c1)C1CC1 | 0%
COc1ccc(OC)c(NC(=O)COc2c(C)cc(C)cc2C)c1 | 0%
Cc1ccc(-c2nc3ccccc3o2)cc1NC(=S)NC(=O)c1ccccc1[N+](=O)[O-] | 7%
COc1ccc(N2C(=O)/C(=C/c3cc4c(cc3Br)OCO4)SC2=S)cc1 | 4%
CC(C)OC(=O)c1c(-c2ccccc2)csc1N | 0%
CC(=O)Nc1ccc(OC(=O)c2ccc([N+](=O)[O-])c(C)c2)cc1 | 11%
Cc1c(NS(=O)(=O)c2cc(Cl)ccc2Cl)c(=O)n(-c2ccccc2)n1C | 26%
COc1ccccc1/C=C/C=NN1CCN(Cc2ccccc2Cl)CC1 | 13%
CN1CCN(CC(O)COc2ccc(C(C)(C)C)cc2)CC1 (stereo not given) | 0%
O=Cc1cn(-c2nc(-c3ccc(Cl)cc3)cs2)nc1-c1ccccc1 | 15%
O=C(c1ccc([N+](=O)[O-])cc1)N1CCN(C2CCCC2)CC1 | 15%
Oc1ccccc1/C=N/N1CCN(Cc2cccc3ccccc23)CC1 | 13%
COc1ccc(S(=O)(=O)N2CCN(C3CCC(c4ccccc4)CC3)CC2)cc1 (stereo not given) | 9%
Cc1ccc(NC(=O)/C(C#N)=C\c2ccc(Sc3nc4ccccc4[nH]3)o2)cc1C | 18%
COc1ccc([N+](=O)[O-])cc1NCc1ccc(C(F)(F)F)cc1 | 11%
C/C(=N/Nc1ccc([N+](=O)[O-])cc1)c1ccc(O)cc1O | 34%
Cc1cc(C)nc(NS(=O)(=O)c2ccc(NC(=O)c3ccc(Br)cc3)cc2)n1 | 4%

Laid out differently: two of the compounds above
CN1CCN(CC(O)COc2ccc(C(C)(C)C)cc2)CC1 (stereo not given)
  RNase H inhibition = 0%

Cc1ccc(C=Nc2cccc([N+](=O)[O-])c2C)s1
  RNase H inhibition = 15%

Compound activity as filed in PubChem.
